# Bioassay records as filed in PubChem.
# Akt phos inh: Akt phosphorylation inhibition | Neuro2A IGF-stimulated pAkt S473 HTRF, 20 min; hits give low values | activity change, % for hits at 50 µM | 0.32% of 360,000 active | AID 651550; in the data active = activity change below about -80%; inconclusive = mostly about -51% to -80%; also: % is scaled to controls: 0 for no effect and ±100 for the full control effect
#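 Neuro2A cells (4,500/well, DMEM with 0.5% FBS) were treated with compound at a single 50 µM final concentration, stimulated with 6 nM IGF for 20 min at 37 °C, and lysed. Phospho-Akt Ser473 was read by HTRF as 665/615 ratio ×10^4.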
# Mm-Cpn inhibitor: inhibitors of Methanococcus maripaludis chaperonin (MmCpn). 0.031% of 330,000 active. purified Mm-Cpn ATPase, ADP Transcreener TR-FRET. Potency, µM (top dose mostly 76.9 µM), for the others: at the top dose activity, negative = inhibition, usual class: inhibitors; also: potency is read from the fitted curve at half-maximal effect; % is scaled to controls: 0 for no effect and ±100 for the full control effect; nearly all actives have a fitted effect of over 80% in size
#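 TR-FRET (320 nm excitation; 590 and 665 nm emission) reports ADP made from 10 uM ATP by 25 nM enzyme; compounds were preincubated 10 min, reaction run 30 min, both at 37°C.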
# Nrf2 activator: activates Nrf2 signaling | Potency, µM (highest dose often 46.1 µM), for the others: at the highest dose activation, actives largely listed as activators | 0.31% of 410,000 active | AREc32 ARE-luciferase reporter (MCF7-derived line), luminescence, 24 h; also: potency is read from the fitted curve at half-maximal effect; % of control where 0% means no effect; nearly all actives have a fitted effect of over 65% in size
#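 Luminescent ARE reporter assay in AREc32_Fluc cells: overnight plating at 37 deg C, 24 hr compound incubation, Steady-Glo added, 30 min RT before reading.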
# Nrf2 block: inhibitors of Nrf2 signaling. A549 ARE-Fluc reporter, luciferase luminescence, 18-24 h. Potency, µM (top dose mostly 46 µM), for the others: top-dose activity change, negative = inhibition, usual class: inhibitors. 2.1% of 360,000 active. AID 504444; also: potency is read from the fitted curve at half-maximal effect; % is scaled to controls: 0 for no effect and ±100 for the full control effect; nearly all actives have a fitted effect of over 60% in size
#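 Reporter: ARE-Fluc in A549. Exposure: 18-24 h, 37 °C, 5% CO2, 5% FBS OPTI-MEM. Readouts: fluorescent cytotoxicity (CellTiter-Fluor), then luminescent Nrf2 signal after BugLite.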
# S2 tox: reduces viability in counter-screen for ATXN expression inhibitors | S2 cells (HEK-293 line with an ATXN2-luciferase reporter) viability, CellTiter-Fluor protease fluorescence, 24 h | Potency, µM (highest dose often 56.7 µM), usual class: cytotoxic | 0.49% of 400,000 active; also: potency is read from the fitted curve at half-maximal effect; nearly all actives have a fitted effect of over 40% in size
# CCT modulator: cytosolic chaperonin activity modulation; purified chaperonin ATPase assay, HTRF ADP detection, 30 min; AID 651819; activity change, % (concentration not given with the values), hits read low; 0.3% of 360,000 active; in the data active = activity change below about -30%; also: % is scaled to controls: 0 for no effect and ±100 for the full control effect
#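 ATPase activity: ADP formed was measured by HTRF Transcreener (665/615 nm ratio) after 30 min at 37 deg C with 10 uM ATP. Compounds screened at one 76 uM concentration against 40 or 20 nM TRiC in Tris pH 7.4/KCl/MgCl2/DTT buffer.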
# A549 viability: counter-screen for Nrf2 inhibitors: cytotoxicity in A549 cells; A549 ARE-Fluc cells, CellTiter-Fluor viability, 18-24 h; Potency, µM (top dose mostly 46 µM), without a hit: at the highest dose activity change, negative = cytotoxicity, usual class: inhibitors; 0.16% of 390,000 active; also: potency is read from the fitted curve at half-maximal effect; % is scaled to controls: 0 for no effect and ±100 for the full control effect
#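 A549 ARE-Fluc cells in 5% FBS OPTI-MEM, 5000 cells/well, rested 2 h then exposed to compounds in concentration-response for 18-24 h at 37 °C. Viability by CellTiter-Fluor fluorescence (Ex 405/Em 525) after 30 min; luciferase luminescence (BugLite, 15 min, RT) read afterwards.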
# HepG2 tox: kills HepG2 cells in TGF-b inhibitor counter-screen. HepG2 CAGA-GFP viability, ATP luminescence, 18 h. Potency, µM (series often up to 46.1 µM), inactives show at the highest dose activity change, negative = cytotoxicity, actives largely listed as cytotoxic. 0.76% of 410,000 active; also: potency is read from the fitted curve at half-maximal effect; some results filed as inactive show a strong effect at the top dose
#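 HepG2 CAGA-GFP cells (1000/well, DMEM with 1% FBS) received compound, then TGF-beta at 500 pg/mL final, and were incubated 18 hours at 37 degrees C. Viability was read by CellTiter-Glo luminescence. Media-only wells were set as complete cell-killing and DMSO as no toxicity.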
# TGFb SMAD3 inh: blocks TGF-b signaling. HepG2 CAGA-GFP TGF-b/SMAD3 reporter, GFP fluorescence, 18 h; TGF-beta stimulated, 500 pg/mL final. Potency, µM (titrated, usually from 46.1 µM), for inactives: at the top dose activity, negative = inhibition, hits mostly inhibitors. 1.2% of 410,000 active. AID 588855; also: potency is read from the fitted curve at half-maximal effect; % is scaled to controls: 0 for no effect and ±100 for the full control effect; nearly all actives have a fitted effect of over 65% in size
#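 Per well, imaged GFP fluorescence of HEPG2 CAGA-GFP cells gives the signal; cells get compound, then TGF-beta (500 pg/mL final), 18 h at 37 degrees C; %Activity versus -TGF-beta and +DMSO controls.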
# Starred values were filed as active, the others as inactive; i = inactive; u = inconclusive; x = not tested or not shown; [ ] = remark or other dose. Unless noted, calls follow the shape of the dose curve; as a rule, active = well fitted curve in the direction sought with a large enough effect; inconclusive = small, poorly fitted or top-dose-only effect, or another doubt; inactive = no such curve, though single readings can be large; an effect the other way counts as inactive or inconclusive.
SMILES,Akt phos inh,Mm-Cpn inhibitor,Nrf2 activator,Nrf2 block,S2 tox,CCT modulator,A549 viability,HepG2 tox,TGFb SMAD3 inh
CCCCNC(=O)c1nn2c(C(F)(F)F)cc(-c3ccccc3)nc2c1Br,i,-7%,33%,-11%,i,0.9,1%,-1%,37%
CC(=O)c1cc(CN2CCN(CCc3ccccc3)C(CCO)C2)cs1 (stereo unspecified),i,-5%,0.0%,2%,i,-1.4,1%,2%,16%
COc1cc(/C=C/C(=O)Nc2cccc(S(=O)(=O)N3CCOCC3)c2)ccc1OCC#N,i,-7%,0.3%,15µM*,i,1.8,-9%,-18%,-5%
OC[C@@H]1CN(Cc2ccccc2)C[C@H](n2cnc3c(Nc4ccccc4)ncnc32)O1,i,x,1.2%,x,i,0.3,x,-7%,9%
COc1cccc(/C=C/C(=O)OCC(=O)c2ccc3c(c2)NC(=O)CO3)c1,i,-1%,-0.8%,5%,i,-5.5,7%,3%,-1%
O=C(OCc1ccc([N+](=O)[O-])cc1)c1ccc(N2CCCC2)c([N+](=O)[O-])c1,i,-1%,-0.4%,15%,u,-6.5,-3%,2%,-5%
CC(C)n1nc(C(=O)Oc2cccc(Cl)c2Cl)c2ccccc2c1=O,i,2%,3.3%,-4%,u,1.3,-16%,16%,0%
COc1cccc(-c2cnc3c(NC(C)=O)cc(-c4ccc(C(=O)N5CCOCC5)cc4)cn23)c1,i,x,12%,x,u,-0.1,x,-3%,-5%
O=C(CN(C(=O)CSc1nc2ccccc2o1)c1cccc(F)c1)NC1CCCCC1,i,1%,0.6%,-11%,i,0.7,-5%,-3%,-20%
CCOC(=O)C1CCCN(CCC(=O)Nc2cccc(F)c2)C1 (stereo unspecified),x,-2%,-0.6%,2%,i,-0.2,12%,-10%,-3%
CCC1Oc2ccccc2N(Cc2ccccc2C)C1=O (stereo unspecified),i,-1%,0.1%,x,i,0.0,10%,-6%,3%
COc1cc2cc3c(N)c(C(=O)Nc4sc(C)c(C)c4C#N)sc3nc2cc1OC,i,-4%,9.7%,u,i,-2.3,-19%,-34%,-33%
OCCC1CN(CCCc2ccccc2)CCN1Cc1ccccc1 (stereo unspecified),i,2%,-0.6%,8%,i,1.1,1%,-14%,-23%
O=C(NCCOc1ccccc1)C1CCC(=O)N(Cc2ccc(Cl)cc2)C1 (stereo unspecified),i,-1%,-0.2%,9%,i,-0.9,5%,-18%,-20%
O=C(NC(=S)Nc1ccccc1N1CCCC1)c1ccc(F)cc1,i,4%,13%,-9%,i,0.3,8%,-5%,18%
O=C(NCCN1CCC(n2c(=O)[nH]c3ccccc32)CC1)c1cccc(Cl)c1,i,x,6.1%,x,i,-2.2,x,x,x
O=C(CN1C(=O)CC(c2ccco2)Sc2ccccc21)Nc1ccc(C(F)(F)F)cc1 (stereo unspecified),x,x,0.2%,10%,i,x,4%,-24%,7%
Cc1ccc(C(=O)NCC(c2ccc3c(c2)OCO3)N2CCOCC2)cc1 (stereo unspecified),x,x,-0.4%,x,i,x,-7%,0%,-6%
Cc1cccc(NC(=O)N2CCN(C)c3ncccc32)c1C,x,x,0.0%,5%,u,x,11%,-6%,-3%
CC(=O)c1ccc(OCCCC(=O)Nc2cccc(S(=O)(=O)N3CCCCCC3)c2)cc1,i,-2%,2.4%,u,u,1.6,-17%,-36%,-27%
COc1ccc(NS(=O)(=O)c2ccc(C(=O)OC(C)C(=O)N3CCOCC3)cc2)cc1 (stereo unspecified),i,-7%,-0.4%,-15%,i,0.2,-1%,-22%,7%
Cc1ccc(Cn2nnc3c(=O)[nH]c(C4CCN(S(=O)(=O)c5ccc(C)cc5)CC4)nc32)cc1,i,-2%,-0.2%,u,i,-1.5,-18%,-1%,u
CCCCc1ccc(NC(=S)N2CCN(C(=O)OCC)CC2)cc1,i,0%,-0.5%,u,i,0.7,4%,-24%,-17%
O=C(NCCc1ccccc1)c1ccc2c(c1)N(Cc1ccc(Cl)cc1)C(=O)CS2,x,x,4.5%,14%[9.27 µM],u,x,-10%,-13%,u
CCC(=O)c1cn(CC(=O)Nc2cccc(C)c2C)c2ccccc12,i,0%,-0.3%,-6%,i,-2.5,0%,0%,3%
Cc1cc(C)nc(SCC(=O)O)n1,i,0%,0.2%,-17%,i,0.9,-4%,-11%,-20%
O=C(COc1ccc(C(=O)c2ccccc2)cc1)Nc1cccnc1,i,-1%,0.2%,23µM*,i,1.8,u,-12%,-18%
Cc1ccccc1OCc1nnc(SCc2nc3ccccc3c(=O)[nH]2)n1C,i,3%,-0.5%,-13%,i,0.0,7%,-5%,-16%
O=C1c2ccccc2C(=O)N1CC1c2ccccc2CCN1C(=O)CN1CCOCC1 (stereo unspecified),i,-1%,0.1%,21%,i,1.1,-7%,1%,18%
Cc1cc(C)n(C(C)CC(=O)Nc2ccc(C)c(N(C)C)c2)n1 (stereo unspecified),x,x,0.0%,-8%,i,x,-5%,-7%,2%
CCC(=O)Nc1cc(C(=O)OCc2ccc(C(=O)Oc3ccccc3)cc2)ccc1C,i,-3%,0.4%,21%,i,-2.3,-3%,35%,9%
CCOC(=O)c1c(S(=O)(=O)N2CCCC(C(=O)Nc3cc(C)ccc3OC)C2)c(C)n(C)c1C (stereo unspecified),x,x,0.5%,x,i,x,0%,-20%,u
CCOc1ccccc1C(=O)N[C@H](C(=O)Nc1nc2c(s1)CCCC2)C(C)C,i,1%,3.2%,u,i,0.9,-17%,-4%,u
COc1ccc(CN2CCN(C(=O)Cn3nc(C)n4cccc4c3=O)CC2)c(OC)c1OC,i,3%,-0.1%,-4%,i,-0.9,1%,-1%,0%
Cc1ccc(C(=O)NCCOC23CC4CC(CC(C4)C2)C3)cc1,i,1%,0.2%,3%,i,-0.6,0%,-2%,-20%
Cc1ccccc1S(=O)c1ccccc1C(=O)O (stereo unspecified),i,4%,0.2%,2%,i,-1.6,0%,1%,7%
CN(Cc1ccccc1F)C(=O)CCNC(=O)c1ccc(C(C)(C)C)cc1,i,-30%,1.2%,16%,i,-0.7,1%,-29%,-12%
c1ccc(Cn2nnc3c(N4CCOCC4)ncnc32)cc1,i,-5%,0.2%,11%,i,0.1,-4%,2%,-1%
Cn1nc(C(=O)Nc2ccc(Cl)cc2)cc1C(=O)Nc1ccc(Cl)cc1,i,-1%,2.8%,-4%,i,0.2,-6%,-13%,0%
CCOC(=O)c1oc2cccc(O)c2c1CN(Cc1ccccc1)C(C)=O,i,-5%,-0.8%,30%,u,-3.3,4%,-31%,-5%
Cc1oc(-c2ccc(Cl)cc2)nc1CS(=O)CC(=O)NCc1ccco1 (stereo unspecified),i,-1%,20%,10%,i,-1.0,-2%,-16%,-26%
CCOC(=O)C1=NN(c2cccc(C)c2)C2(S1)SC(C(C)=O)=C(C)N2c1ccccc1 (stereo unspecified),x,-12%,-0.4%,-11%,x,0.3,-17%,-9%,-1%
COC(=O)c1c(NC(C)=O)csc1C,i,3%,-0.1%,4%,i,-0.6,0%,-1%,1%
CC(NC(=O)c1ccc(CS(C)(=O)=O)cc1)c1ccc(-c2ccccc2)cc1 (stereo unspecified),i,-1%,0.2%,-3%,i,-2.0,-13%,11%,6%
O=S(=O)(NC1CCCCCCC1)c1cccs1,i,-1%,0.0%,0%,i,0.9,-7%,-6%,-12%
Cc1ccc(S(=O)(=O)N2CCCCC2)cc1NC(=O)COC(=O)C1=COCCO1,i,1%,-0.2%,0%,u,-2.8,6%,-13%,-13%
O=C(NC1CCCCC1)C1c2ccccc2OCC(=O)N1Cc1ccccc1 (stereo unspecified),i,x,-1.4%,x,u,-0.7,x,x,x
O=C1CN=C(Nc2ccccc2)N1Cc1cccs1,i,-1%,-0.7%,13%,i,-1.7,-6%,-1%,3%
CC(=O)c1ccccc1NC(=O)COC(=O)CCCN1C(=O)c2cccc3cccc(c23)C1=O,i,0%,1.4%,11%,i,-0.4,14%,-10%,9%
Cc1cc(-c2cc(C(=O)NC3CCCC3)on2)nc(NCC2CC2)n1,i,-10%,-0.6%,-16%,i,-2.7,8%,-3%,-3%
Cc1nn(C2CCS(=O)(=O)C2)c(Cl)c1/C=C/C(=O)OCC(=O)Nc1ccccc1[N+](=O)[O-] (stereo unspecified),i,0%,7.1%,u,i,0.9,1%,-7%,-19%
COc1cccc(OC)c1C(=O)N1CCN(C(=O)c2ccc(-c3ccccc3)cc2)CC1,i,-2%,-0.1%,-7%,i,-4.7,-2%,-1%,-3%
CC1(C)Cc2c(sc3c2c(=N)n(Cc2ccco2)c(=O)n3Cc2ccccc2)CO1,i,-2%,-0.1%,-19%,i,-3.6,-2%,5%,27%
NC(=O)C1CCCN1Cc1ccc2c(c1)OCO2 (stereo unspecified),i,x,0.1%,13%,i,2.2,13%,-16%,-10%

# 4 compounds from above, reduced to Mm-Cpn inhibitor and HepG2 tox.
molecule | Mm-Cpn inhibitor | HepG2 tox
Cc1cc(-c2cc(C(=O)NC3CCCC3)on2)nc(NCC2CC2)n1 | -10% | -3%
Cc1nn(C2CCS(=O)(=O)C2)c(Cl)c1/C=C/C(=O)OCC(=O)Nc1ccccc1[N+](=O)[O-] (stereo unspecified) | 0% | -7%
COc1cccc(OC)c1C(=O)N1CCN(C(=O)c2ccc(-c3ccccc3)cc2)CC1 | -2% | -1%
CC1(C)Cc2c(sc3c2c(=N)n(Cc2ccco2)c(=O)n3Cc2ccccc2)CO1 | -2% | 5%
